KDM4E inh: qHTS Assay for Inhibitors of Human Jumonji Domain Containing 2E (JMJD2E); Lysine-specific demethylase 4E (Homo sapiens), B2RXH2; JMJD2E catalytic domain, FDH-coupled NADH fluorescence (FDH is formaldehyde dehydrogenase); Potency, µM (titrated, usually from 57.1 µM), inactives show at the top dose activity change, negative = inhibition, actives largely listed as inhibitors; hit rate 1.6% among 230,000; AID 2147, 2009; active = well fitted inhibition curve with a large enough effect, not every such curve was filed as active; inconclusive = small, poorly fitted or top-dose-only effect, or another doubt; inactive = no such curve, though single readings can be large or run the other way;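 note: 0% = wells with enzyme and -100% = buffer wells without enzyme; nearly all actives have a fitted effect of over 50% in size; many of its hits are not listed in these tables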
Target sequence (B2RXH2 1-337 limits assumed): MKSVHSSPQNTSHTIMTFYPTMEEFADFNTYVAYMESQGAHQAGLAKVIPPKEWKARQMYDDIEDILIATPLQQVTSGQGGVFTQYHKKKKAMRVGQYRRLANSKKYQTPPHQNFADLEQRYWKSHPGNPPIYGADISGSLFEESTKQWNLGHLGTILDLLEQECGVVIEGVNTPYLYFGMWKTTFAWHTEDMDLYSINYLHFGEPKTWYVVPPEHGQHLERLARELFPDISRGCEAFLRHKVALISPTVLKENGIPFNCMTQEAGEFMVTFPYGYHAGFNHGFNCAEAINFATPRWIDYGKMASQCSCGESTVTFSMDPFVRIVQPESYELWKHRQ
ALDH1A1 inh: qHTS Assay for Inhibitors of Aldehyde Dehydrogenase 1 (ALDH1A1); Purified ALDH1A1, NADH fluorescence, propionaldehyde substrate; Potency, µM (highest dose often 75.3 µM), without a hit: at the top dose activity, negative = inhibition, hits mostly inhibitors; hit rate 7.3% among 220,000; active = well fitted inhibition curve with a large enough effect, not every such curve was filed as active; inconclusive = small, poorly fitted or top-dose-only effect, or another doubt; inactive = no such curve, though single readings can be large or run the other way;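 note: plate controls were no enzyme wells and a reference inhibitor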
Target sequence (P00352 whole entry, looked up): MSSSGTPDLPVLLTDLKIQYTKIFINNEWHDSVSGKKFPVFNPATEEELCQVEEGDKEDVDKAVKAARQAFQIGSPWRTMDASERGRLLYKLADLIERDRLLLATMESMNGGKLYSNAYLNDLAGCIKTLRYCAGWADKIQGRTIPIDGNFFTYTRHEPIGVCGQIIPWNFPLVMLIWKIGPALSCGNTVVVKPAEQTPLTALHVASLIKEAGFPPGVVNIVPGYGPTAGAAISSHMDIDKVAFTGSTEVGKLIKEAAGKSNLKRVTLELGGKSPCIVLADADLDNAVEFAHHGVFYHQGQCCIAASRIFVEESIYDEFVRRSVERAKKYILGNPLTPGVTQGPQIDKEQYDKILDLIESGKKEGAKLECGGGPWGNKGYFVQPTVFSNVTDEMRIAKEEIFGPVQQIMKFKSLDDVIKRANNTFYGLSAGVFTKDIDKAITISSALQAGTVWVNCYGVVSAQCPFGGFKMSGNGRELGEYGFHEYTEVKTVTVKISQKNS
KinaseGlo FLuc: Counterscreen for Luciferase (Kinase-Glo TM) Inhibition. hit rate 0.28% among 200,000. Potency, µM (highest dose often 38.3 µM), without a hit: top-dose activity change, negative = inhibition, actives largely listed as inhibitors. AID 1379, 2008. Luciferin 4-monooxygenase (Photuris pensylvanica), Q27757. Kinase-Glo luciferase, ATP luminescence, 8 min; note: % is set by controls: 0 for no effect and ±100 for the full control effect; nearly all actives have a fitted effect of over 60% in size
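Compound is pinned into ATP-containing buffer (10 uM ATP, imidazole pH 7.2, 7 mM MgCl2). Kinase-Glo luciferase reagent is then added. Light output is recorded following an 8-min room-temperature incubation.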
LMNA splice mod: qHTS Assay for Modulators of Lamin A Splicing; HeLa LMNA splicing GFP/RFP minigene ratio, 48 h; hit rate 0.01% among 200,000; Potency, µM (series often up to 46.1 µM), inactives show at the highest dose ratio change, negative = inhibition, most hits filed as inhibitors; active = well fitted inhibition curve with a large enough effect in the signal ratio, with a control signal flat, not every such curve was filed as active; inconclusive = small, poorly fitted or top-dose-only effect, or effect the other way, or a change in a side signal; the % refers to the signal ratio; note: % is set by controls: 0 for no effect and ±100 for the full control effect
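S3 HeLa stable clones carrying a lamin A-EGFP splicing minigene plus DsRed2 were seeded at 600 cells/well in Opti-MEM with 2% FBS, pin-dosed and incubated 48 h at 37°C. Acumen cytometry (488 nm) gave the GFP/RFP total-intensity ratio.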
SMN2 splice up: qHTS Assay for Enhancers of SMN2 Splice Variant Expression; HEK293 SMN2-luciferase splicing reporter, luminescence, 30-36 h; Potency, µM (series often up to 46.1 µM), for inactives: top-dose activity change, positive = activation, actives largely listed as activators; hit rate 2.8% among 210,000; AID 1458, 2008; note: % of control where 0% means no effect; nearly all actives have a fitted effect of over 55% in size
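qHTS luciferase splicing reporter: luminescence rises when SMN2 exon 7 is included in transfected HEK293 cells. Compound exposure lasted 30-36 h at 37C, with 4.5 mM final sodium butyrate as control, followed by a ONE-Glo read.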
Tau fibril ThT: qHTS for Inhibitors of Tau Fibril Formation, Thioflavin T Binding; hit rate 2.1% among 270,000; Potency, µM (doses to about 57.4 µM), without a hit: top-dose activity, negative = inhibition, hits mostly inhibitors; recombinant tau K18 P301L (four-repeat tau fragment), heparin-induced fibrillization, ThT fluorescence; Microtubule-associated protein tau (Homo sapiens), P10636; note: % is set by controls: 0 for no effect and ±100 for the full control effect; nearly all actives have a fitted effect of over 55% in size
Target sequence (P10636 561-689 P618L limits assumed): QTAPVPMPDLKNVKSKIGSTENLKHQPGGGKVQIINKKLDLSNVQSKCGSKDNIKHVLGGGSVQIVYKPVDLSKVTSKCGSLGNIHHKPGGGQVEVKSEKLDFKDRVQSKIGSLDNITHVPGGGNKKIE
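In this qHTS, human K18 P301L tau is incubated with compound and heparin for 6 hr at 37 C, and Thioflavin T fluorescence then reports fibril load.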
L3MBTL1 inh: qHTS Assay for the Inhibitors of L3MBTL1. Lethal(3)malignant brain tumor-like protein 1 (Homo sapiens), Q9Y468. AlphaScreen L3MBTL1–H3K9me1 peptide binding. Potency, µM (highest dose often 57.1 µM), for the others: top-dose activity, negative = inhibition, usual class: inhibitors. hit rate 0.66% among 230,000. AID 485360, 2010; note: % is set by controls: 0 for no effect and ±100 for the full control effect; nearly all actives have a fitted effect of over 60% in size
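AlphaScreen assay: L3MBTL1 (50 nM final) was preincubated 30 min at room temperature with biotinylated H3(1-15)K9me1 peptide (75 nM final), then 30 min with library compounds; streptavidin donor and nickel chelate acceptor beads (10 ug/mL final) added, 30 min dark.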
RECQ1 inh: qHTS Assay for Inhibitors of RecQ-Like Dna Helicase 1 (RECQ1); hit rate 0.54% among 240,000; Potency, µM (titrated, usually from 57.3 µM), for the others: top-dose activity, negative = inhibition, hits mostly inhibitors; AID 2549, 2010; ATP-dependent DNA helicase Q1 (Homo sapiens), P46063; RECQ1 DNA unwinding, red fluorescence kinetic read;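 note: plate controls were vehicle for no effect and no enzyme for full effect; nearly all actives have a fitted effect of over 30% in size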
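50 nM RECQ1T1 preincubated 15 min with compound in Tris pH 8.0 buffer with MgCl2, DTT, Tween-20 and 2.5 ug/ml poly(dI-dC); started with 200 nM TAMRA/BHQ-2 forked duplex and 2 mM ATP. Unwinding read as fluorescence (525/598 nm), two reads 2 h apart.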
Active calls of the source: *; i = inactive; ? = inconclusive; nt = no result given; & = joins results of further samples; [ ] = another dose, or the depositor's remark. Unless noted, calls come from the whole dose curve; as a rule, active = well fitted curve in the direction sought with a large enough effect; inconclusive = small, poorly fitted or top-dose-only effect, or another doubt; inactive = no such curve, though single readings can be large; an effect the other way counts as inactive or inconclusive. Potency is the fitted concentration of half-maximal effect.

Structure	KDM4E inh	ALDH1A1 inh	KinaseGlo FLuc	LMNA splice mod	SMN2 splice up	Tau fibril ThT	L3MBTL1 inh	RECQ1 inh
N#CCCN1CCn2c1nc1ccccc12	-3%	12%	-2%	1%	30%	-2%	nt	i
Cc1cccc(Nc2ccc(C(=O)N3CCOCC3)cn2)c1	?	-13%	0%	-18%[46 µM]	nt	5%	-15%	16%
Cc1cnn(CCC(=O)NNC(=S)Nc2cccc(Cl)c2)c1	9%	?	-5%	2%	-4%	-9%	-3%	-10%
Cc1nnc(NC(=O)CSc2nnc(Cc3cccn3C)n2-c2cccc(C(F)(F)F)c2)s1	-7%	0%	-5%	-4%	5%	-4%	1%	i
COC(=O)c1ccc(NC(=O)CCc2c(C)nc3ncnn3c2C)cc1	10%	8%	0%	4%	9%	-11%	4%	-1%
CCc1cc(C(c2cccc(OC)c2)N2CCOCC2)c(NC(=O)c2ccccc2)s1 (configuration not stated)	?	?	1%	?	19%	?	-13%	-1%
CC(C)OC(=O)c1cc2ccccc2[nH]1	?	-5%	1%	?	-25%	-5%	?	-7%
N#CC1=C2SCN(c3ccccc3)CN2C(=O)CC1c1ccccc1Cl (configuration not stated)	?	3.2µM*	-2%	-13%	-1%	32µM*	nt	-6%
Cn1c(=O)cc(OCC(=O)N2CCN(c3ccccc3F)CC2)c2ccccc21	-7%	-16%	0%	-29%[46 µM]	13%&-3%	-4%&-9%	-8%	-2%
CN1C(=O)/C(=C\c2ccncc2)SC1=Nc1ccccc1	9%	4%	2%	?	-10%	-7%	-15%	-18%
Cc1ccc(NC(=O)CSCCc2ccccn2)nc1	4%	-1%	-3%	16%	8%	-4%	nt	i
Cc1ccc(C(=O)NC(=S)Nc2ccc(NC(=O)c3cccs3)cc2)cc1[N+](=O)[O-]	5%	13µM*	1%	-2%	4%[1.84 µM]	?	3%	-5%
O=C(COC(=O)c1cc[n+]([O-])cc1)Nc1ccccc1Cl	-1%	-7%	1%	1%[46 µM]	-7%	4%	2%	i
CC(C)CNC(=O)CC(c1ccccc1)c1c(O)ccc2ccccc12 (configuration not stated)	?	-6%	-6%	-7%	-14%	-9%	-3%	-1%
Clc1ccc(CSc2nnc(-c3ccccn3)n2Cc2ccco2)c(Cl)c1	-4%	?	-1%	?	-24%	-7%	27%	i
Cc1ccc(S(=O)(=O)N(C)c2ccccc2)cc1	1%	5%	-2%	1%	-1%	-8%	nt	-11%
C=CCNC(=O)/C(=C\C=C\c1ccccc1)NC(=O)c1ccc(OCCCC)cc1	-28%	4%	-1%	3%	-12%	-14%	0%	-19%
COc1ccc(NC(=O)Nc2cc(C)ccc2OC)cc1	9%	-15%	?	4%	-10%	?	-19%	-6%
Cc1cccc(C(=O)N2CCN(c3ccc([N+](=O)[O-])c(N4CCOCC4)c3)CC2)c1	-3%	5µM*	-1%	12%	-5%	?	-6%	i
CCCn1c(=O)c2ccccc2n2c(SCC(=O)c3ccc(CC)cc3)nnc12	30%[activator]	?	-2%	?	-3%	1%	8%	i
CCNc1cc(N2CCN(S(=O)(=O)c3ccc4c(c3)CCCC4)CC2)ccc1[N+](=O)[O-]	2%	-2%	0%	-1%	-12%	-14%	0%	14%
CCN(CCn1cccn1)C(=O)CC1C(=O)NCCN1Cc1ccc(F)c(F)c1 (configuration not stated)	-16%	-7%	-1%	4%[46 µM]	nt	-13%	5%	i
CCC(=O)Nc1ccc2nc(C)n(Cc3ccccc3Cl)c(=O)c2c1	-6%	?	-1%	-9%	-56%[inhibitor]	?	-5%	0%
CC(NC(=O)CSc1nnc(CC(=O)Nc2ccc(Cl)c(Cl)c2)n1C)c1ccccc1 (configuration not stated)	-2%	?	0%	5%	-3%	-14%	nt	-6%
Cc1ccc(-n2c(-c3ccccc3)n[nH]c2=S)cc1	?	32µM*	5%	-1%	-45%[inhibitor]	-7%	3%	-6%
CCOc1cc(/C=N/OC(C)=O)ccc1OCc1ccccc1	0%	?	0%	2%[46 µM]	nt	-11%	12%	-5%
CCc1cc2c(=O)c(-c3nc4ccccc4[nH]3)coc2cc1OC(=O)N1CCOCC1	-3%	1%	3%	-1%	-35%[inhibitor]	-6%	-5%	0%
COC(=O)c1cn(-c2ccc(Cl)cc2)c(=O)c2ccccc12	-12%	0%	15%	-1%	-17%	-7%	nt	-7%
CCN(CC)CCCN1C=C2C(=O)C(C)(OC(=O)C3CCCC3)C(=O)C(c3ccccc3)=C2C=C1CCCC(=O)OC (configuration not stated)	?	?	-9%[7.66 µM]	9%[9.22 µM]	4%[9.22 µM]	-5%[11.5 µM]	nt	-2%[11.5 µM]
Fc1ccc(OCc2nn3cnnc3s2)cc1	4%	14%	1%	-3%	20%	6%	nt	8%
O=C(O)Cn1nc(C(F)(F)F)c2c1CCCC2	-1%	9%	7%	?	5%	-6%	-8%	-12%
COc1cccc(CN2CCNC(=O)C2CC(=O)NCCn2nc(C)cc2C)c1OC (configuration not stated)	-6%	nt	nt	nt	nt	-17%	9%	4%
O=C(CC12CC3CC(CC(C3)C1)C2)N1CCOCC1	1%	5%	-2%	12%	-8%	6%	8%[11.4 µM]	-11%
N/C(=N\OC(=O)CCCc1ccccc1)c1ccccn1	4%	5%	-12%	9%	26%	-2%	1%	-13%
COc1ccc(/C=C/C(=O)OCC(=O)NCc2cccs2)cc1OC	?	-14%	1%	-12%	5%	4%	0%	-3%
CC/C=C\C/C=C\C/C=C\C/C=C\C/C=C\C/C=C\CCC(=O)NCCc1ccc(O)c(O)c1	-8%	-7%	0%	nt	-4%	4%	nt	6%
COc1ccc2c(c1)C(=O)[C@H](OC(=O)NS(=O)(=O)c1ccc(F)cc1)[C@@H](c1ccc(OC)c(Br)c1)O2	-11%	9%	1%	nt	7%	-9%	nt	1%
O=C(NCc1ccco1)c1ccc(OCC2CCCO2)cc1 (configuration not stated)	-7%	?	-3%	4%	-12%	-17%	0%	9%
O=C(Nc1ccc2oc(-c3cccnc3)nc2c1)c1cccnc1	?	0%	3%	0%	-10%	-14%	-4%	-1%
Cc1ccc(NS(=O)(=O)c2ccc(N3C(=O)CCC3=O)cc2)cc1	-5%	?	-3%	5%	-35%	-9%	nt	0%
CCCN(CCC)CCNc1c(N2CCN(C(=O)OCC)CC2)c(=O)c1=O	9%	11%	-6%	0%	12%	?	nt	-5%
O=C(O)CCc1ccc(-c2ccccc2)n1NC(=O)c1cccs1	-2%	0%	1%	?	nt	-7%	5%	-10%
COCCCNC(=O)CC(NS(=O)(=O)c1ccc(OC)cc1)c1ccc(OC)cc1 (configuration not stated)	-3%	?	7%	-14%	-4%	-15%	-1%	5%
CCCC[C@@]1(C2CCCC2)Cc2cc(OCC(=O)O)c(Cl)c(Cl)c2C1=O	1%	-5%	-1%	?	?	-5%	0%	-5%
COc1ccc(NC(=O)CC(C(=O)O)N2CCCCC2)cc1 (configuration not stated)	7%	0%	-2%	5%	nt	-5%	nt	-6%
O=C(NOC(=O)c1ccccc1Cl)c1cccs1	-11%	?	18%	-5%	2%	?	nt	i
COc1cc(OC)cc(C(=O)NC2CC3CCC(C2)N3Cc2ccco2)c1 (configuration not stated)	9%	7%	5%	5%	-7%	-4%	-5%	-5%
CCOC(=O)c1cc(C#N)c(Nc2ccccc2OC)nc1C(F)(F)F	-8%	?	nt	nt	nt	-20%	2%	2%
CC(NCc1ccccc1O)c1ccccc1 (configuration not stated)	0%	9%	-2%	11%[46 µM]	8%	3%	10%	-3%
Cc1ccc(SCC2=NNC(=O)C2)cc1	-9%	?	0%	-8%	-7%	?	-2%	-11%
Cn1c(=O)cc(C(=O)N/N=C/c2ccc(Cl)cc2)[nH]c1=O	4%	3%	nt	23%[46 µM]	nt	2%	12%	3%
COc1ccc(CN2CC(C(=O)NCCCOC(C)C)CC2=O)cc1 (configuration not stated)	-4%	2%	9%	5%	-15%	-4%	-4%	i
Nc1cc(C(=O)c2ccccc2)ccc1[N+](=O)[O-]	-5%	2%	0%	-3%[46 µM]	-1%	-15%	12%	i
CCOC(=O)N1CCC(N2C(=O)c3ccc(C(=O)NCc4ccco4)cc3C2=O)CC1	-1%	12µM*	3%	-7%	1%	-19%	-14%	5%
COc1ccc(/C=C/C(=O)O)cc1COc1cccc(C)c1	3%	3%	-1%	6%	16%	1%	8%	-10%
CC(=O)Nc1cnn(Cc2ccc(Br)cc2)c1	-3%	8%	-3%	0%	2%	-1%	-3%	0%
CCOC(=O)CSc1nc2c(c(=O)[nH]c(=O)n2C)n1C/C=C(/C)Cl	2%	18µM*	-5%	14%	0%	1%	4%	-8%
CCNc1nc(NCC)nc(OCCOC(=O)c2ccccc2)n1	7%	-1%	10%	4%	-17%	-6%	2%	-7%

The list is partial; rates above refer to the full screens.
